Screening results (PubChem BioAssay)
GSTO1 counter = counter-screen for RBBP9 inhibitors: inhibitors of human GSTO1; 1.1% of 300,000 active; inhibition, % at 5.96 µM; AID 1974; recombinant GSTO1, activity-based probe fluorescence polarization;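 active = inhibition above the campaign mean inhibition plus 3 SD, cut at about 35% in these data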;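 note: 0% = GSTO1-1 with DMSO and 100% = wells lacking GSTO1-1 enzyme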
Target sequence (P78417 whole entry, looked up): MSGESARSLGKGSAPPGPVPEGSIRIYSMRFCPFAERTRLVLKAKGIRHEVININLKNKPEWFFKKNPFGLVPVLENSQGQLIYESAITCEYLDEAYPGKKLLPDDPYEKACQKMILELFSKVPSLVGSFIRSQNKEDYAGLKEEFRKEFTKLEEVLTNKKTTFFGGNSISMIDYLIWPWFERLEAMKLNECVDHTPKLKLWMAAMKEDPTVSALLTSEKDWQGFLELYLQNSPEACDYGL
Fam108B counter = blocks mouse Fam108B hydrolase in RBBP9 counter-screen; AID 1947; recombinant Fam108B, FP-Rh probe fluorescence polarization; 0.33% of 300,000 active; inhibition, % at 9.51 µM;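 active = inhibition above the screen mean inhibition plus 3 SD, computed separately per campaign, cut at about 18% in these data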;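 note: inhibitors lower polarization as less probe binds the enzyme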
PAD4 FP inh = PAD4 (human) enzyme inhibition. Q9UM07. recombinant PAD4, RCA probe fluorescence polarization. inhibition, % at 6.36 µM. 0.41% of 330,000 active. AID 485272;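 active = percent inhibition above a cutoff equal to the mean of all tested compounds plus 3 SD, cut at about 15% in these data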;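 note: 0% = PAD4 with RCA probe and DMSO and 100% = probe without PAD4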
LYPLA1 counter = LYPLA1 (human) inhibition in PME1 counter-screen | inhibition, % at 5.9 µM | AID 2174 | recombinant LYPLA1, FP-Rh probe fluorescence polarization | O75608 | 0.16% of 320,000 active;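 active = inhibition above the mean of all tested compounds plus 3 SD, set per campaign, cut at about 14% in these data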;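 note: inhibitors block serine hydrolase probe labeling of LYPLA1 so polarization falls; 0% = enzyme with DMSO and 100% = wells lacking LYPLA1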
PME-1 inh = PME-1 (human) inhibition | 0.53% of 320,000 active | Q9Y570 | recombinant PME-1, FP-Rh probe fluorescence polarization | inhibition, % at 5.9 µM;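 active = inhibition above the campaign mean of all compounds plus 3 SD, cut at about 26% in these data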;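 note: competitive labeling of PME-1 active site by serine hydrolase directed probe; 0% = PME-1 with DMSO and 100% = wells lacking PME-1 enzyme; inhibitors block probe labeling so polarization falls and inhibition rises; many of its hits are not listed in these tables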
Target sequence (Q9Y570 whole entry, looked up): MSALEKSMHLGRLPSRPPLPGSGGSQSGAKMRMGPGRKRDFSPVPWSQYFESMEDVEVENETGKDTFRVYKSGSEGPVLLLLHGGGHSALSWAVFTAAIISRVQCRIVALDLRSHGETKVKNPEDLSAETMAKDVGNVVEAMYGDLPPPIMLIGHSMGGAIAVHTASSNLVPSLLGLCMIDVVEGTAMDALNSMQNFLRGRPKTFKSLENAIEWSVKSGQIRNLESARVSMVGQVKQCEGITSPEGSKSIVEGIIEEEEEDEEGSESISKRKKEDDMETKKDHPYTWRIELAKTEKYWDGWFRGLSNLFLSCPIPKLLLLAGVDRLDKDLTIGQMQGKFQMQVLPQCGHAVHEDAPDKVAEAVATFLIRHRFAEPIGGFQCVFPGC
PAFAH1B3 inh = inhibitors of human PAFAH1B3 | Q15102 | recombinant PAFAH1B3, FP-rhodamine probe, fluorescence polarization | inhibition, % at 3.39 µM | 0.28% of 340,000 active;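 active = inhibition above the screen-wide average of all tested compounds plus 3 SD, cut at about 25% in these data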;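 note: 0% = enzyme with DMSO only and 100% = wells lacking PAFAH1B3 protein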
PAFAH1B2 FP inh = inhibitors of human PAFAH1B2 | P68402 | recombinant PAFAH1B2, FP-rhodamine activity probe, fluorescence polarization | inhibition, % at 3.39 µM | 1.2% of 340,000 active | AID 492953;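 active = inhibition above the mean of all tested compounds plus 3 SD, cut at about 24% in these data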;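 note: 0% = enzyme with DMSO and 100% = wells lacking PAFAH1B2; many of its hits are not listed in these tables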
PAFAH2 FP inh = PAFAH2 (human) inhibition; Q99487; recombinant PAFAH2, FP-rhodamine activity probe, fluorescence polarization; inhibition, % at 3.39 µM; 0.99% of 340,000 active;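 active = inhibition above the mean over all tested compounds plus 3 SD, cut at about 30% in these data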;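 note: inhibitors block probe labeling of enzyme so polarization drops; 0% = enzyme with DMSO and 100% = wells lacking PAFAH2 protein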
pPAFAH inh = pPAFAH (human) enzyme inhibition. recombinant pPAFAH, FP-rhodamine probe fluorescence polarization. inhibition, % at 3.39 µM. 1.5% of 330,000 active;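 active = inhibition above the mean inhibition across the screen plus 3 SD, cut at about 25% in these data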;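 note: inhibitors block binding of the rhodamine activity-based probe so polarization drops; 0% = enzyme with DMSO and 100% = wells lacking pPAFAH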
Target sequence (Q13093 whole entry, looked up): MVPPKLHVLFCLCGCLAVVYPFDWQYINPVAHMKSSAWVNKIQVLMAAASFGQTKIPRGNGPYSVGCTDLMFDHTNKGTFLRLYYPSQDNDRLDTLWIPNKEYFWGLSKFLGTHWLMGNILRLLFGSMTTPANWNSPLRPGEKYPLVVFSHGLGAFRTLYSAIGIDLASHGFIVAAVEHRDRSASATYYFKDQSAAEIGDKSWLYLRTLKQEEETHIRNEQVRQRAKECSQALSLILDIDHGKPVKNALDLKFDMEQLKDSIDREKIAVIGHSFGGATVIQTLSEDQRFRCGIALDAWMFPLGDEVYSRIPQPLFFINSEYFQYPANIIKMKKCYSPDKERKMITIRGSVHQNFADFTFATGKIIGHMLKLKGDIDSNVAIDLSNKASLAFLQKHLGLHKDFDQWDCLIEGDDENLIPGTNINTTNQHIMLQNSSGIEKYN
The depositor's hits bear a star. The list is partial (hit frequency here may not be typical).

`O=C(CCCN1C(=O)/C(=C/c2ccccc2Cl)SC1=S)N1CCCC1` gave GSTO1 counter 7, Fam108B counter 0, PAD4 FP inh -11, LYPLA1 counter 6, PME-1 inh -3, PAFAH1B3 inh 5, PAFAH1B2 FP inh 4, PAFAH2 FP inh 5 and pPAFAH inh 15.
For CCOC(=O)CNC(=O)CSc1nc2nc(C)c(Br)cc2[nH]1 the results were GSTO1 counter -2, Fam108B counter 1, PAD4 FP inh -3, LYPLA1 counter 0, PME-1 inh 0, PAFAH1B3 inh 5, PAFAH1B2 FP inh 1, PAFAH2 FP inh 1 and pPAFAH inh 0.
For O=C(CSc1nnc(-c2ccncc2)n1Cc1ccccc1)NC1CCCc2ccccc21 (centres undefined) the results were GSTO1 counter 6, Fam108B counter 9, PAD4 FP inh 5, LYPLA1 counter -1, PME-1 inh 8, PAFAH1B3 inh 5, PAFAH1B2 FP inh 5, PAFAH2 FP inh 8 and pPAFAH inh 3.
Screening C/C(CC(=O)Nc1ccc2c(c1)OCCO2)=N\NC(=O)Cc1ccc(Cl)cc1 returned GSTO1 counter -6, Fam108B counter -1, PAD4 FP inh -5, LYPLA1 counter 0, PME-1 inh -5, PAFAH1B3 inh 7, PAFAH1B2 FP inh 2, PAFAH2 FP inh 2 and pPAFAH inh 5.
`NC(=O)c1cc[n+](CC2=C(C(=O)O)N3C(=O)[C@@H](NC(=O)C(c4ccccc4)S(=O)(=O)[O-])[C@H]3SC2)cc1` (some centres undefined) gave GSTO1 counter 2, Fam108B counter 1, PAD4 FP inh -5, LYPLA1 counter 2, PME-1 inh -2, PAFAH1B3 inh 5, PAFAH1B2 FP inh 2, PAFAH2 FP inh 13 and pPAFAH inh 1.
Screening CCCCNC(=O)CCn1c(=O)c2ccccc2n(Cc2ccc(F)cc2)c1=O returned GSTO1 counter 2, Fam108B counter -3, PAD4 FP inh -3, LYPLA1 counter 2, PME-1 inh 3, PAFAH1B3 inh 17, PAFAH1B2 FP inh 7, PAFAH2 FP inh 3 and pPAFAH inh 5.
`Cc1ccc(CNC(=O)CCCn2c(=O)[nH]c3ccccc3c2=O)cc1` gave GSTO1 counter -4, Fam108B counter 1, PAD4 FP inh -3, LYPLA1 counter 0, PME-1 inh -10, PAFAH1B3 inh 5, PAFAH1B2 FP inh 4, PAFAH2 FP inh 13 and pPAFAH inh 2.
`O=C(NCc1cccc(Cl)c1)c1ccc(-c2csnn2)cc1` gave GSTO1 counter -11, Fam108B counter 4, PAD4 FP inh 5, LYPLA1 counter -1, PME-1 inh 3, PAFAH1B3 inh 7, PAFAH1B2 FP inh -1, PAFAH2 FP inh -5 and pPAFAH inh -7.
For CCN1CCN(C(=O)c2ccc(CS(=O)Cc3ccc(C)cc3)o2)CC1 (centres undefined) the results were GSTO1 counter -8, Fam108B counter 2, PAD4 FP inh -1, LYPLA1 counter -2, PME-1 inh -5, PAFAH1B3 inh -1, PAFAH1B2 FP inh -3, PAFAH2 FP inh -2 and pPAFAH inh 3.
Screening CC(C)(C)n1ncc2c(=O)n(CC(=O)Nc3ccc(Cl)cc3)cnc21 returned GSTO1 counter 1, Fam108B counter 5, PAD4 FP inh -1, LYPLA1 counter 4, PME-1 inh 4, PAFAH1B3 inh 1, PAFAH1B2 FP inh 1, PAFAH2 FP inh -8 and pPAFAH inh 2.
`Cc1nn(C)c(C)c1/C=C/C(=O)c1ccc(Cl)cc1Cl` gave GSTO1 counter -2, Fam108B counter 0, PAD4 FP inh -2, LYPLA1 counter -1, PME-1 inh 12, PAFAH1B3 inh -7, PAFAH1B2 FP inh 7, PAFAH2 FP inh 1 and pPAFAH inh 8.
Screening O=C(CSc1nnc(Nc2ccccc2F)s1)NC1CCS(=O)(=O)C1 (centres undefined) returned PAD4 FP inh -1, PAFAH1B3 inh 5, PAFAH1B2 FP inh -3, PAFAH2 FP inh 5 and pPAFAH inh 4.
COc1ccccc1Nc1ccc(Nc2ccccc2OC)nn1 was read as GSTO1 counter -3, Fam108B counter -4, PAD4 FP inh -7, LYPLA1 counter 1, PME-1 inh 1, PAFAH1B3 inh -1, PAFAH1B2 FP inh 6, PAFAH2 FP inh -2 and pPAFAH inh 4.
For COc1ccc(NC(=O)N(C)C[C@H]2Oc3ccc(NC(=O)Cc4ccccc4)cc3CC(=O)N([C@H](C)CO)C[C@H]2C)cc1 the results were PAD4 FP inh 3, PAFAH1B3 inh 6, PAFAH1B2 FP inh 1, PAFAH2 FP inh -3 and pPAFAH inh 31*.
Cc1cc(C)c2nc(N3CCN(C(=O)c4cccs4)CC3)sc2c1 was read as GSTO1 counter 10, Fam108B counter -2, PAD4 FP inh 5, LYPLA1 counter 5, PME-1 inh 3, PAFAH1B3 inh -1, PAFAH1B2 FP inh -2, PAFAH2 FP inh 2 and pPAFAH inh 6.
COC(=O)C1=C(C)NC(=O)NC1/C=C/c1ccccc1 (centres undefined) was read as GSTO1 counter 4, Fam108B counter -2, PAD4 FP inh -4, LYPLA1 counter 3, PME-1 inh -1, PAFAH1B3 inh -3, PAFAH1B2 FP inh 0, PAFAH2 FP inh 3 and pPAFAH inh 3.
For COc1cc(N)c(Cl)cc1C(=O)OCC(=O)N1CCCC1 the results were GSTO1 counter 7, Fam108B counter -1, PAD4 FP inh -11, LYPLA1 counter 1, PME-1 inh 3, PAFAH1B3 inh 2, PAFAH1B2 FP inh 2, PAFAH2 FP inh -4 and pPAFAH inh 3.
Screening COc1ccc(CNC(=O)CCC(=O)c2ccc(F)cc2)cc1OC returned PAD4 FP inh -3, PAFAH1B3 inh 9, PAFAH1B2 FP inh 8, PAFAH2 FP inh 9 and pPAFAH inh -2.
O=C(Cn1nc(-c2ccccc2)oc1=O)OCC(=O)c1ccccc1 was read as PAD4 FP inh 2, PAFAH1B3 inh 2, PAFAH1B2 FP inh 4, PAFAH2 FP inh 0 and pPAFAH inh 2.
Screening CN(C)C(CNC(=O)c1cnc(Cl)c(Cl)c1)c1ccccc1 (centres undefined) returned GSTO1 counter -1, Fam108B counter -1, PAD4 FP inh -5, LYPLA1 counter -1, PME-1 inh 4, PAFAH1B3 inh 8, PAFAH1B2 FP inh 5, PAFAH2 FP inh -4 and pPAFAH inh -2.
`O=C(CO/N=C/c1ccc(OC(F)F)cc1)NC1CCCCC1` gave GSTO1 counter -3, Fam108B counter -2, PAD4 FP inh -4, LYPLA1 counter -1, PME-1 inh 3, PAFAH1B3 inh 6, PAFAH1B2 FP inh 1, PAFAH2 FP inh -2 and pPAFAH inh 0.
For CCOC(=O)C1CCCN(C(=O)c2cc(-c3ccco3)nc3ccccc23)C1 (centres undefined) the results were PAD4 FP inh 0, PAFAH1B3 inh 6, PAFAH1B2 FP inh 3, PAFAH2 FP inh 20 and pPAFAH inh 49*.
For COc1ccc(NC(=O)CN(C)C(=O)/C=C/c2ccc(OCc3ccccc3)cc2)cc1 the results were GSTO1 counter -3, Fam108B counter -3, PAD4 FP inh -4, LYPLA1 counter -6, PME-1 inh -3, PAFAH1B3 inh 1, PAFAH1B2 FP inh 8, PAFAH2 FP inh 3 and pPAFAH inh 6.
`O=C1/C(=C/c2ccccc2)SC(=S)N1N1C(=O)C2CC2C1=O` (centres undefined) gave GSTO1 counter 11, Fam108B counter 3, PAD4 FP inh -2, LYPLA1 counter -2, PME-1 inh 3, PAFAH1B3 inh 10, PAFAH1B2 FP inh 5, PAFAH2 FP inh 12 and pPAFAH inh 1.
Screening Cc1ccnc(SCCn2c(N3CCOCC3)nc3c2c(=O)[nH]c(=O)n3C)n1 returned GSTO1 counter 1, Fam108B counter 1, PAD4 FP inh -2, LYPLA1 counter 1, PME-1 inh 2, PAFAH1B3 inh 5, PAFAH1B2 FP inh 2, PAFAH2 FP inh 7 and pPAFAH inh -5.
Screening CN(c1ccccc1)S(=O)(=O)c1cccc(NC(=O)c2ccc(Cl)c([N+](=O)[O-])c2)c1 returned PAD4 FP inh -11, PAFAH1B3 inh -40, PAFAH1B2 FP inh -10, PAFAH2 FP inh -32 and pPAFAH inh -2.
Screening CCC(C)c1ccc(NC(=O)CN(C)CC(=O)Nc2cccc(OC)c2)cc1 (centres undefined) returned GSTO1 counter 8, Fam108B counter -7, PAD4 FP inh -3, LYPLA1 counter 1, PME-1 inh -8, PAFAH1B3 inh 6, PAFAH1B2 FP inh 4, PAFAH2 FP inh 0 and pPAFAH inh 15.
For CNC(=S)N1CCN(c2nc(-c3ccc(F)cc3)cs2)CC1 the results were GSTO1 counter 5, Fam108B counter -2, PAD4 FP inh 5, LYPLA1 counter 5, PME-1 inh -3, PAFAH1B3 inh 6, PAFAH1B2 FP inh 3, PAFAH2 FP inh 6 and pPAFAH inh 7.
Screening CC(=O)N1CCN(C(=O)c2ccc(Cl)c(S(=O)(=O)N3CCCC3)c2)CC1 returned PAD4 FP inh 1, PAFAH1B3 inh 2, PAFAH1B2 FP inh 4, PAFAH2 FP inh 0 and pPAFAH inh 2.
COc1cc(/C=N/NC(=O)Cn2cnc3ccccc3c2=O)ccc1O was read as GSTO1 counter -9, Fam108B counter -2, PAD4 FP inh -5, LYPLA1 counter -1, PME-1 inh -3, PAFAH1B3 inh 10, PAFAH1B2 FP inh 0, PAFAH2 FP inh -1 and pPAFAH inh 2.

2 records picked at random from the list so far, as already listed:
`O=C1/C(=C/c2ccccc2)SC(=S)N1N1C(=O)C2CC2C1=O` (centres undefined) gave GSTO1 counter 11, Fam108B counter 3, PAD4 FP inh -2, LYPLA1 counter -2, PME-1 inh 3, PAFAH1B3 inh 10, PAFAH1B2 FP inh 5, PAFAH2 FP inh 12 and pPAFAH inh 1.
For COc1ccc(NC(=O)CN(C)C(=O)/C=C/c2ccc(OCc3ccccc3)cc2)cc1 the results were GSTO1 counter -3, Fam108B counter -3, PAD4 FP inh -4, LYPLA1 counter -6, PME-1 inh -3, PAFAH1B3 inh 1, PAFAH1B2 FP inh 8, PAFAH2 FP inh 3 and pPAFAH inh 6.

(list continues)
Screening O=c1c2ccccc2nc2n1C(CSc1ccc(F)cc1)CN2 (centres undefined) returned GSTO1 counter 1, Fam108B counter -2, PAD4 FP inh 2, LYPLA1 counter 0, PME-1 inh 1, PAFAH1B3 inh -6, PAFAH1B2 FP inh -2, PAFAH2 FP inh 1 and pPAFAH inh -1.
`CC1CCCCN1C(=O)COC(=O)CNC(=O)c1sc2ccccc2c1Cl` (centres undefined) gave GSTO1 counter 2, Fam108B counter 0, PAD4 FP inh 1, LYPLA1 counter 2, PME-1 inh 0, PAFAH1B3 inh 1, PAFAH1B2 FP inh 0, PAFAH2 FP inh -2 and pPAFAH inh 8.
Screening CCCN1CCC(=O)N([C@H](CSc2ccc(Br)cc2)c2ccccc2)CC1 returned GSTO1 counter 53*, Fam108B counter 4, PAD4 FP inh 1, LYPLA1 counter -2, PME-1 inh -6, PAFAH1B3 inh 5, PAFAH1B2 FP inh 7, PAFAH2 FP inh 6 and pPAFAH inh 9.
Cc1cc(NC(=O)CCN2CCN(CCO)CC2)ccc1Br was read as GSTO1 counter 5, Fam108B counter 3, PAD4 FP inh 1, LYPLA1 counter -6, PME-1 inh 5, PAFAH1B3 inh 13, PAFAH1B2 FP inh 0, PAFAH2 FP inh -4 and pPAFAH inh -3.
COc1cc(-c2nnc(SCC(=O)N(Cc3ccccc3)C(C)(C)C)o2)cc(OC)c1OC was read as GSTO1 counter 7, Fam108B counter -4, PAD4 FP inh -4, LYPLA1 counter -3, PME-1 inh 3, PAFAH1B3 inh -1, PAFAH1B2 FP inh 4, PAFAH2 FP inh 12 and pPAFAH inh 5.
